From PubChem BioAssay
sEH activator: increases human soluble epoxide hydrolase activity. P34913. purified human sEH enzymatic activity, activator screen. activation, % at 2 µM. 91,000 tested, 0.04% active. AID 717; in the data active = activation above about 37%; note: values of inactives mirror those of a sister screen read the other way
DAT uptake mod: human DAT dopamine uptake with cocaine, either direction | AID 449768 | 110,000 tested, 1.3% active | B-score at 10 µM | LLC-PK1 hDAT cells, [14C]-dopamine uptake with cocaine IC80; actives deviate in either direction | Q01959;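 active = Z score or B-score, a plate-position-corrected score, falls beyond the plate's 99.7% confidence bounds, in either direction; inactive = both scores lie inside the 99.7% bounds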;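 note: scored against the spread of the other compound wells on the same plate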
Target sequence (Q01959 whole entry, looked up): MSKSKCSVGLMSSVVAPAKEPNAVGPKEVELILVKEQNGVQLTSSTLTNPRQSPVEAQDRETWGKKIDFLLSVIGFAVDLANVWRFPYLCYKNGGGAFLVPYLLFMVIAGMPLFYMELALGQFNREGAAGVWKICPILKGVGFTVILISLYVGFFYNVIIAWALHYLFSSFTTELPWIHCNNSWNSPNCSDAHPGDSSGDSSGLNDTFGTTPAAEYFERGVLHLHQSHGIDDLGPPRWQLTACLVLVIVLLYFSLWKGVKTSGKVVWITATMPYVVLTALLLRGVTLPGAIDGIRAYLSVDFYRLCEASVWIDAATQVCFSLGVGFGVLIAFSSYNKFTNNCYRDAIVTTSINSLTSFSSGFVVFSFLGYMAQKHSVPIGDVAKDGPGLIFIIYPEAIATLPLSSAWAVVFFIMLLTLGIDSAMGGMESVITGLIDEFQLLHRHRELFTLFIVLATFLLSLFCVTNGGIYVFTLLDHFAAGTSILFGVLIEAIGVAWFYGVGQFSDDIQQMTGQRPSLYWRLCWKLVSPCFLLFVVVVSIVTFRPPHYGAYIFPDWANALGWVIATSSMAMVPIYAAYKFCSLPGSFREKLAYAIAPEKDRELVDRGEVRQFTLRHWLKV
sEH inhibitor: blocks human soluble epoxide hydrolase activity. P34913. recombinant human sEH enzymatic activity assay. inhibition, % at 2 µM. 91,000 tested, 0.34% active; in the data active = inhibition above about 80%; note: values of inactives mirror those of a sister screen read the other way; many of its hits are not listed in these tables
CYP2C19 activ: cytochrome P450 2C19 (human) activation. 96,000 tested, under 10 active. activation factor at 5 µM. recombinant CYP2C19, luciferin-H EGE luminescence; hits give high values; 0 = fully inhibited enzyme, 1 = untreated enzyme. AID 1025;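 active = activation factor of at least 2 at 5 µM in the primary screen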;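 note: 0 = wells with 2.5 mM tranylcypromine and 1 = vehicle-only wells; values of inactives mirror those of a sister screen read the other way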
S1P2 agonist: S1P2 (human) receptor agonism. AID 729. S1P2-expressing cell line, agonist reporter read-out. 97,000 tested, 0.46% active. O95136. activation, % at 4.5 µM; in the data active = activation above about 16%;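 note: 0% = vehicle low control and 100% = maximal reference agonist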
Target sequence (O95136 whole entry, looked up): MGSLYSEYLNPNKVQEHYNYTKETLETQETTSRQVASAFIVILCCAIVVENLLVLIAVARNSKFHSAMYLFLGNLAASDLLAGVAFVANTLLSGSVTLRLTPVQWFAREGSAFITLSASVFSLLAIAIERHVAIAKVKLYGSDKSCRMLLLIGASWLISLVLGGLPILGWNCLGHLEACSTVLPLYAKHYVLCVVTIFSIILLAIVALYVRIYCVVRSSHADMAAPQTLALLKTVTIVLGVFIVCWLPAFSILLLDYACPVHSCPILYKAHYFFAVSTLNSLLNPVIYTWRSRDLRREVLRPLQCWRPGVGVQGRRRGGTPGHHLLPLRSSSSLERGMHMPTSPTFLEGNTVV
PostGolgi yeast: growth inhibition of a yeast mutant, post-Golgi transport screen | 98,000 tested, 0.9% active | inhibition, % at 10 µM | AID 739 | post-Golgi transport phenotypic cell assay;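 note: yeast cells grown in 1536-well plates; yeast grown about 18 h at 30C before absorbance read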
PostGolgi ctrl: yeast control strain growth, post-Golgi counter-screen; efflux-deficient yeast background strain, growth absorbance A615, 16 h; inhibition, % at 10 µM; 98,000 tested, 5% active; AID 738
S1P2 blocker: blocks the human S1P2 receptor; 97,000 tested, 0.21% active; cell-based S1P2 antagonist assay, inhibition at 5 uM; inhibition, % at 5 µM; O95136; AID 736; in the data active = inhibition above about 45%;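 note: CRE beta-lactamase reporter cells expressing human S1P2 stimulated with S1P; 0% = agonist at EC80 alone and 100% = agonist plus reference antagonist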
CYP2C19 inh: inhibitors of human CYP2C19 | CYP2C19 Supersomes, luciferin-H EGE luminescence, 30 min | inhibition, % at 5 µM | 96,000 tested, 21% active;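 active = CYP2C19 inhibition above a set limit at 5 µM in the primary screen, cut at about 50% in these data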;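 note: plate controls were negative control wells for no effect and 2.5 mM tranylcypromine positive control for full effect; values of inactives mirror those of a sister screen read the other way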
An asterisk follows results filed as active; . = not tested or not shown. Cut-off read from the data, not from the text of the source, unless noted: active = inhibition above about 30%; inactive = the rest. Not a hit list; 24% or so of the library scored in one or more.

smiles,sEH activator,DAT uptake mod,sEH inhibitor,CYP2C19 activ,S1P2 agonist,PostGolgi yeast,PostGolgi ctrl,S1P2 blocker,CYP2C19 inh
CC12CCC(C(=O)Nc3ccc(SC(F)F)cc3)(CC1=O)C2(C)C (centres undefined),-50,0.81,52,0.9,-6,3,9,14,9
Cc1c(NS(=O)(=O)c2cccc(C(=O)NCc3ccncc3)c2)c(=O)n(-c2ccccc2)n1C,23,0.36,-19,1.2,-6,3,-12,-1,-21
Cc1ccc(S(=O)(=O)N2CCOCC2)cc1C(=O)OCC(=O)N1CCc2ccccc2C1,13,1,-16,0.3,-4,-1,11,-10,75*
Cc1c(C(=O)N2CCCC2)sc(NC(=O)c2ccco2)c1C#N,-4,1.5,6,.,-5,.,.,-1,.
O=C(NCCN1CCOCC1)Nc1ccccc1,2,.,-1,1,-1,-1,23,-11,2
Cc1ccc(-c2csc3ncnc(NCCN4CCOCC4)c23)cc1,-4,0.0031,5,0.7,-7,0,10,-12,31
COc1ccc2c(c1)c(CC(=O)Nc1ccc(C)cc1)c(C)n2C(=O)c1ccc(Cl)cc1,15,-0.0071,-16,0.3,-2,-3,7,-8,69*
N#Cc1cc2cc3c(cc2nc1N1CCOCC1)OCO3,-1,0.91,4,0.5,3,-3,4,1,55*
CC(=O)c1cccc(NC(=O)Cc2cccs2)c1,.,-0.12,.,0.7,.,-3,-7,.,30
CC(=O)c1ccc(NC(=O)CCSCCC(=O)Nc2ccc(C(C)=O)cc2)cc1,-21,1.9,21,0.9,-6,-12,3,-25,8
CN(C)c1ccc(-c2nnn(CC(=O)Nc3ccccc3N3CCOCC3)n2)cc1,.,.,.,0.5,.,-3,12,.,48
CS(=O)(=O)N(CC(=O)NCc1ccco1)c1ccc2c(c1)OCO2,-8,-0.83,10,0.4,-1,-8,-1,1,60*
O=C(CCS(=O)(=O)c1cccc2nonc12)Nc1cccc2c1CCCC2,-16,-0.07,15,1,1,9,1,-27,0
Cc1ccccc1C(=O)N(C)Cc1ccccc1,4,-0.23,-4,0.5,-1,8,-18,9,45
O=C1CC2CS(=O)(=O)CC2N1C1CCCCC1 (centres undefined),2,-1.1,-3,1.1,-2,5,26,-9,-12
CN(CCOc1ccc(-c2ccn(S(=O)(=O)c3c(Cl)cccc3Cl)n2)cc1)c1ccccn1,10,0.37,-10,0.8,-4,3,5,-1,23
CC(C)(C)C(=O)NCC12C=CC(O1)C1C(=O)N(c3ccccc3)C(=O)C12 (centres undefined),7,1.2,-4,.,-3,.,.,-9,.
COc1cc2c(C(=O)NCCCN3CC(C)CC(C)C3)cn(CC(C)C)c(=O)c2cc1OC (centres undefined),.,-0.15,.,1.1,-7,1,5,9,-7
O=c1[nH]c(NCCO)nc2c1C1(CCCCC1)Cc1ccccc1-2,25,0.14,-19,1,-5,-2,31*,-20,-1
CN(Cc1ccccc1)c1ncnc2ccc(Br)cc12,-5,-0.18,4,0,-5,14,19,9,97*
COC(=O)c1cc(Cl)c(NC(=O)/C=C/c2ccc(Cl)cc2)cc1OC,10,-1.2,-7,0.8,-8,2,0,14,24
O=C1c2[nH]nc(-c3ccccc3O)c2C(c2cccc(O)c2)N1Cc1ccco1 (centres undefined),12,2.1,-14,0.7,-5,6,15,5,27
COc1cc(C2c3c(-c4ccccc4)n[nH]c3C(=O)N2c2ccc(C(=O)O)cc2)ccc1O (centres undefined),5,-0.11,-4,1.1,-3,-3,11,-6,-8
CCC(C)Nc1c([N+](=O)[O-])cc(C)cc1[N+](=O)[O-] (centres undefined),0,.,2,0.9,-3,-8,8,11,13
CCOc1ccc2nc(NC3=NC(C)(C)C=C(C)N3)nc(C)c2c1,0,2.4,0,0.5,1,-3,2,-2,49
O=C(Cc1cccs1)N(c1ccccc1)C1C=CS(=O)(=O)C1 (centres undefined),-2,-0.38,3,0.7,-2,8,-3,-6,31
Brc1ccccc1Cn1c(-c2cscn2)nc2ccccc21,3,-0.26,-1,0.4,-2,6,54*,-19,56*
COc1ccccc1OCc1nc2ccccc2s1,-4,0.58,3,0,-6,10,8,-7,98*
Cc1ccc(C(=O)/C=C/c2cn(CN3CCN(C)CC3)c3ccccc23)cc1,-4,0.29,1,0.7,-1,-2,41*,10,32
CCOc1ccccc1N(CC(=O)NC1CCCC1)C(=O)CCCC(=O)Nc1ccccn1,-8,0.39,6,0.9,-2,0,17,-5,13
CC(/C=N/Nc1nnc(C)c(=O)[nH]1)=C\c1ccccc1,7,0.15,-6,1,-10,7,-7,9,0
Cc1cccc(NCc2nc3ccccc3n2Cc2ccccc2)c1,20,-0.48,-19,0,-4,54*,66*,-4,96*
COc1cc(C)c(S(=O)(=O)n2ccc(C)n2)cc1C,13,-0.27,-11,0.2,-1,-10,6,-15,83*
O=C(N/N=C/c1cccc(C(F)(F)F)c1)C1CCN(c2ncc(C(F)(F)F)cc2Cl)CC1,-59,0.45,60,1.1,0,2,8,15,-11
CC1=CC(C)(C)Nc2ccccc21,.,0.026,.,1,-6,23,1,14,2
CS(=O)(=O)N(CC(=O)NCc1ccncc1)c1ccc(Cl)c(Cl)c1,6,-0.88,-6,0,-2,2,9,14,100*
O=C(CCn1c(=S)[nH]c2ccccc2c1=O)N1CCOCC1,-9,0.9,8,0.9,-6,0,11,13,6
COc1ccc(CCNC(=O)CN(c2ccc(OC)c(OC)c2)S(C)(=O)=O)cc1,.,-0.71,.,0.6,-4,-5,0,6,38
CCOC(=O)c1oc2ccccc2c1NC(=O)c1cc(OC)cc(OC)c1,.,-0.79,.,0.9,3,0,10,-33,8
COc1ccc(C)cc1NC(=O)C(=O)NNC(=O)c1ccco1,.,0.51,.,0.5,-2,1,12,9,50
Cc1c(NC(=O)c2ccco2)cccc1-c1nc2cccnc2s1,-8,0.098,11,0.8,-6,-5,10,-2,20
CCOP(=O)(c1c(F)c(F)c(F)c(F)c1F)C(O)c1ccccc1 (centres undefined),0,-1.7,0,0.6,-6,16,-6,18,36
CCC(C(=O)Nc1ccccc1C(=O)N1CCCC1)N1C(=O)c2ccccc2C1=O (centres undefined),2,0.52,1,1,0,9,5,-18,-3
O=C(NC1CCCc2ccccc21)C1CCN(C(=O)c2sccc2-n2cccc2)CC1 (centres undefined),.,0.14,.,0.8,.,-10,12,.,15
COc1ccc(OC)c(C(=O)CSc2nc3cccnc3n2C)c1,8,0.54,-9,0,32*,-7,1,-15,98*
CN(C)CCNC(=O)C1CCCNC1=O (centres undefined),8,-1.1,-8,1.1,-5,0,1,14,-14
O=C(NC(C(=O)c1ccccc1)N1CCOCC1)c1cccs1 (centres undefined),-2,-0.092,5,0.1,-1,5,33*,-7,94*
COc1cc(S(=O)(=O)N(Cc2cccnc2)Cc2ccco2)ccc1-n1cnnn1,.,-0.39,.,0.5,.,0,2,.,48
CSc1nnc(Cn2c(=O)sc3ccccc32)n1-c1ccccc1,-6,-0.18,6,0.5,0,-8,-1,-16,53*
CCc1ccc2oc(=O)cc(CN3CCCCC3C)c2c1 (centres undefined),4,-0.25,-3,0.1,0,0,13,6,93*
COc1cccc(C2CC(c3ccc(C(C)C)cc3)n3nc(N)nc3N2)c1 (centres undefined),4,-0.78,-2,1.1,-7,3,0,9,-8
NNC(=O)CNC(c1ccccc1)c1cc(Br)ccc1NC(=O)CCN1CCOCC1 (centres undefined),-5,0.6,7,0.8,-8,4,10,17,16
COc1ccc(CCNC(=O)CC2Nc3cc(C)c(C)cc3NC2=O)cc1OC (centres undefined),-2,1,-1,0.8,-2,-6,1,3,16
COc1nc(N=C(N)N)nc2c(C)cccc12,10,.,-13,1.1,-4,-3,23,8,-9
CCN(CC(=O)Nc1ccccc1C(=O)OC)S(=O)(=O)c1ccccc1,5,-0.71,-7,0.2,-4,-1,19,9,80*
Cc1ccc(S(=O)(=O)N/N=C\c2ccc(C)o2)cc1,2,-0.43,1,0.9,-10,17,2,-4,6
CCn1cc(C(=O)N2CCn3c(nc4ccccc43)C2)c(=O)c2ccc(C)nc21,5,-0.64,-6,0.9,-3,-2,4,-15,12
COc1ccc(O)c(CN2CCN(C/C=C/c3ccccc3)CC2)c1,.,0.7,.,1,.,42*,34*,.,-5
CC(C)Cc1oc(C(=O)O)cc1CN,-4,-0.52,5,1,1,-3,3,-7,4
Cc1cc(C)cc(NC(=O)C2CCCN(c3nc(C)cc(C)n3)C2)c1 (centres undefined),.,0.35,.,0.9,.,-1,17,.,6

Continuation.
smiles,sEH activator,DAT uptake mod,sEH inhibitor,CYP2C19 activ,S1P2 agonist,PostGolgi yeast,PostGolgi ctrl,S1P2 blocker,CYP2C19 inh
COC(=O)c1nn(C23CC4CC(CC(C4)C2)C3)c2c1C(=O)N(c1ccc(Br)cc1)C2=O,17,0.2,-15,0.8,0,7,12,14,20
Cc1ccc(CN2C(=O)CCC2C(=O)NCCCN2CCCCC2C)cc1 (centres undefined),13,1.1,-11,0.9,-7,9,1,8,8
Cc1ccc(S(=O)(=O)NNC(=O)c2cnn(-c3ccccc3)c2-n2cccc2)cc1,-5,1.1,7,0.8,-4,-12,-2,5,24
O=C(O)CCC(NC(=O)C(Cc1ccc2c(c1)OCO2)NC(=O)c1ccccc1)C(=O)O (centres undefined),-6,-1.2,5,0.5,-4,5,7,-11,47
COc1cccc(C2=NOC(C(=O)N3CCN(c4ccccc4)CC3)C2)c1OC (centres undefined),-1,1.7,0,.,-2,2,13,-4,.
CCCCCCCCOC(=O)CCn1[nH]c(=O)c2ccccc2c1=O,-12,-0.029,15,0.4,-5,0,18,7,61*
Cc1ccc(CNc2ccc(N3CCOCC3)cc2)s1,-4,-0.003,2,0.4,-7,18,6,9,65*
CC(C)c1nc(SCC(=O)N2CCCC2)c2ccccc2n1,-2,-0.0088,2,0.7,1,1,25,10,26
CS(=O)(=O)N(CC(=O)N1CCCCC1)c1sc2c(c1C#N)CCCC2,-15,-0.4,16,.,-3,-3,-1,24,.
CCSc1nnc(NC(=O)c2cccs2)s1,.,-0.71,.,0.9,.,-4,3,.,8
Cc1nnc(SCC(=O)N2CC(=O)Nc3ccccc32)n1C,7,-0.59,-9,1,-5,4,-12,0,4
CCCCC1CCC(C(=O)NCc2ccc3c(c2)OCO3)CC1 (centres undefined),-65,0.91,66,0.9,-4,-6,3,3,12
CCCCNC(=O)CC1Nc2ccccc2NC1=O (centres undefined),.,0.35,.,1.2,.,0,8,.,-18
N#Cc1nc(Cc2cccc3ccccc23)oc1NCCN1CCCCC1,17,0.9,-19,1,-5,3,11,-1,-4
CN(C)c1nc(OCCNC(=O)Nc2ccccc2)nc(N(C)C)n1,.,0.0097,.,0.3,5,-5,11,-24,73*
COc1ccc(NC(=O)c2ccc(=O)oc2)cc1,-8,.,9,0.8,-4,23,1,-5,16
CC(=O)c1ccc(Oc2ccc(C(C)=O)cc2)cc1,-9,0.52,7,0.7,-2,3,0,-4,35
